Insulin prom up – insulin promoter activators in MIN6 cells, imaging, high-content screening, mouse beta cells; MIN6 insulin promoter-GFP reporter; hits give high values; z-score at 5 µM; 190,000 tested, 0.3% active;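 active = z-score above 3 at 5 µM with at least 500 cells counted in the well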
MT stabilizer – microtubule stabilizers in HeLa cells, primary screen, imaging, high-content imaging | HeLa tubulin immunostaining HCS, 24 h; share of cells brighter than vehicle mean+2SD | % tubulin-high responders, % at 10 µM | 200,000 tested, 0.83% active | AID 2205, 2009;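 active = plate Z-score above 3 for both tubulin-high and condensed-nucleus cell shares, with cell loss under 80%, at 10 µM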;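 also: anti alpha tubulin signal scored within the nucleus-defined area of each cell; some results filed as inactive read as strong as hits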
bCat nuc transl – modulators of beta-catenin nuclear translocation, primary screen, imaging, HeLa cells, immunofluorescence, high-content; nuclear translocation activity, % at 5 µM; 190,000 tested, 0.3% active;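 active = nuclear translocation activity above 50% at 5 µM, with a well cell count of 50 or more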;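 also: per-cell ratio of nuclear to cytoplasmic median beta-catenin stain intensity; plate controls were DMSO negative control for no effect and GSK-3 inhibitor IX positive control for full effect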
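Test system: HeLa cells, endogenous beta-catenin; Compound: single 5 µM dose plus 0.02–20 µM confirmation series; Times: compound exposure 24 h at 37°C; Signal: fluorescence imaging of beta-catenin antibody stain plus DAPI; Read-out: % activation, nuclear-to-cytoplasmic median beta-catenin signal ratio per cell.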
Dynein transport – inhibitors of GR-EGFP nuclear translocation, primary screen, dynein cargo transport inhibitor project, imaging, high-content, 3617.4 mouse cells. test concentration mostly 20 µM; stimulated with dexamethasone, 1 µM; hits give low values. 220,000 tested, 0.47% active. z-score, hits read low;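 active = plate z-score of nuclear minus cytoplasmic receptor signal below a set negative limit, without overly bright fluorescence or cell loss, cut at about -3.5 in these data, passing the limit was not always enough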;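 also: z-score of nuclear minus cytoplasmic ring GR-EGFP intensity difference per well; some compounds called inactive have numbers as strong as hits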
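Also added – dexamethasone, 1.0 µM final · Buffer or medium – tet-free, stripped-serum medium · Schedule – induction 48 h, compound 1 h, agonist 30 min · Detection – formaldehyde fixation, Hoechst nuclear stain, 10x automated fluorescence imaging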
XIAP displacement – XIAP antagonists, biochemical, IAP family, fluorescence polarization (AID 1018); E3 ubiquitin-protein ligase XIAP (Homo sapiens); XIAP BIR domain, fluorescence polarization peptide displacement; higher % means a stronger effect; displacement, % at 20 µM, or IC50 in µM where a hit was titrated; 200,000 tested, 0.007% active; in the data active = displacement above about 50%; also: a part of the inactive calls stands beside numbers as strong as those of hits
Autophagy mod – autophagy modulators in MEF cells, primary screen, imaging, high-content, MEF GFP-LC3; calls only at 10 µM (by protocol); MEF GFP-LC3 puncta imaging; test concentration mostly 10 µM; 190,000 tested, 0.98% active;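 active = percentage of spot-positive cells more than 3 SD above its plate mean, without a fluorescence outlier flag or 80% toxicity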;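 also: spot-positive cell cutoff set from DMSO-treated cells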
WT yeast gro inh – growth inhibition of WT strain, primary screen, mitochondrial fusion inhibitor project, WT and mutant strains, chemical genetic | mitochondrial fusion phenotypic screen | inhibition, % at 10 µM | 190,000 tested, 2.1% active; in the data active = inhibition above about 58%; tested in S. cerevisiae
ER stress rescue – rescue of cells from ER stress-induced death, primary screen, 384-well, CSM14.1, thapsigargin, ATP luminescence (AID 1222); CSM14.1 thapsigargin-induced death rescue, ATP luminescence; higher % means a stronger effect; cellular ATP content (survival), % at 20 µM, or EC50 in µM where a hit was titrated; 190,000 tested, under 10 active;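 active = EC50 below 50 µM in the dose-response confirmation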;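 also: death triggered by thapsigargin at about 15 µM added after 2 h compound pretreatment; cell ATP read after overnight thapsigargin exposure of roughly 18 to 22 hours; normalized against plate controls of thapsigargin alone and 5% DMSO vehicle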
Lipid droplet – inhibitors of hepatocyte lipid droplet formation, primary screen, imaging, high-throughput imaging, BODIPY stain. AML12 mouse hepatocytes, oleate lipid droplets. inhibition, % at 6.5 µM. 240,000 tested, 0.4% active. AID 1656, 2009;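 active = lipid droplet intensity inhibited by at least 50%, with more than 500 cells counted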
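Test system: AML12 hepatocytes (mouse); reagent: oleate loading, 100 µM; dosing: one dose, 6.5 µM compound; incubation: overnight exposure; signal: fluorescence imaging, 20x objective, two fields per well; read-out basis: % inhibition of corrected integrated BODIPY droplet signal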
WT yeast gro inh mutant strain – second read-out of WT yeast gro inh, no call of its own (marks repeat the call); inhibition, %; mitochondrial fusion phenotypic screen, mutant strain inhibition
Dynein transport cytoplasmic EGFP – further read-out of Dynein transport, marked with its call; z-score; measured here: cytoplasmic GR-EGFP intensity; hits give high values
Dynein transport nuclear GR-EGFP – recorded beside Dynein transport, whose call it bears; z-score; measured here: nuclear GR-EGFP intensity;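 lower value marks the stronger effect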
Dynein transport cell count – also measured in Dynein transport; calls as there; z-score; measured here: cell count per field
Insulin prom up cell count – recorded beside Insulin prom up, whose call it bears; cell count; measured here: cytotoxicity, nuclei count;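 total cells summed across four imaged fields per well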
Lipid droplet cells 6.5 µM – recorded beside Lipid droplet, whose call it bears; cell count; measured here: cell count, cytotoxicity flag;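 cells counted across two imaged fields per well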
bCat nuc transl cell count 5 µM – second read-out of bCat nuc transl, no call of its own (marks repeat the call); cell count; measured here: cell count, cytotoxicity flag
MT stabilizer Hoechst-high % – recorded beside MT stabilizer, whose call it bears; % Hoechst-high responders; measured here: nuclear condensation Hoechst responders;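 share of cells brighter than vehicle mean plus two SD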
MT stabilizer cytotoxicity % – further read-out of MT stabilizer, marked with its call; toxicity, %; measured here: cytotoxicity by cell density;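 0% = mean cell density of plate MIN control wells and 100% = no cells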
Autophagy mod cell loss 18 h – further read-out of Autophagy mod, marked with its call; toxicity, %; measured here: cell loss, nuclei count;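 cell loss after 18 h compound exposure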
An asterisk follows results filed as active; i = inactive; · = no result given.

SMILES	Insulin prom up	Insulin prom up cell count	MT stabilizer	MT stabilizer Hoechst-high %	MT stabilizer cytotoxicity %	bCat nuc transl	bCat nuc transl cell count 5 µM	Dynein transport	Dynein transport cytoplasmic EGFP	Dynein transport nuclear GR-EGFP	Dynein transport cell count	XIAP displacement	Autophagy mod	Autophagy mod cell loss 18 h	WT yeast gro inh	WT yeast gro inh mutant strain	ER stress rescue	Lipid droplet	Lipid droplet cells 6.5 µM
CCCCn1c(=O)c(Cc2ccccc2)c(O)c2ccccc21	0.29	1335	2.5	3.1	7.4	-1.1	1060	-0.57	-0.037	0.34	0.31	-0.9%	i	3	1	5	·	6	711
CCCc1nc2ccccc2c(=O)n1CC(=O)c1ccccc1	-0.32	1415	1.7	1.5	3.9	0.0	1076	-0.059	-0.3	0.13	0.16	-3.8%	i	18	-11	0	-0.3%	14	672
CC(=O)Nc1ccc(NC(=O)CSc2nc(C)nc3sc(C)c(C)c23)cc1	-0.68	837	1.0	1.5	1.0	2.2	1050	-0.43	-0.23	-0.13	-0.23	-5.7%	i	2	5	-23	-0.4%	11	675
O=C(CCn1cnnn1)Nc1ccc(Cl)c(Cl)c1	·	·	24	12	24	2.5	1430	-1.1	-0.23	-0.93	0.56	-4.7%	i	12	-7	8	-1.1%	5	705
C=CCN1C(=O)NC(c2ccccc2)(C(F)(F)F)S/C1=C(\C#N)c1nnc(N2CCOCC2)n1-c1ccccc1 (stereo not drawn)	0.82	2138	3.5	3.1	4.7	3.3	658	-0.83	0.46	0.39	-1.5	-5.6%	i	6	8	-14	-3.0%	-8	592
Cc1ccc(S(=O)(=O)N2CCCCC2)cc1C(=O)c1nccn1C	0.02	1016	7.7	2.8	9.0	2.8	1188	0.075	-0.26	0.27	-0.21	5.4%	i	-1	21	-2	-0.6%	·	·
CCOC(=O)c1ccccc1Cc1nc2ccccc2c(=O)[nH]1	-0.44	1425	2.4	1.2	12	-2.4	1117	-0.54	-0.26	-0.23	0.19	-7.3%	i	9	-11	-6	0.6%	7	693
Cc1ccc(S(=O)(=O)n2nc(-c3cccnc3)nc2N)cc1	-0.44	1157	3.1	2.2	2.2	-3.8	1043	-0.36	-0.16	0.031	0.9	-3.2%	i	8	-19	-14	·	·	·
O=C(CCCNS(=O)(=O)c1cccc2nsnc12)NC1CCCCC1	0.51	1383	1.4	0.9	13	0.1	1412	-0.54	-0.16	-0.026	0.28	-2.8%	i	38	-12	-20	-1.0%	·	·
Cc1cc(C(F)(F)F)c2sc(N)nc2n1	0.49	962	3.4	1.6	9.9	0.4	1123	-0.54	-0.21	0.11	0.16	-4.7%	i	-4	-3	-4	1.5%	·	·
COc1ccc(OC(C)C(=O)Nc2cccc(F)c2)cc1 (stereo not drawn)	-0.31	1371	2.2	2.5	7.1	-1.6	1155	0.91	0.035	0.64	-0.36	-9.4%	i	20	7	3	1.8%	6	696
CCOc1ccccc1NC(=O)NC(C)c1ccncc1 (stereo not drawn)	-1.1	1434	3.4	3.3	3.0	2.1	997	-1	0.3	-0.32	0.68	-5.2%	i	8	10	6	-1.3%	-2	709
CCOC(=O)c1ccc2c(c1)n(CCCS(=O)(=O)[O-])c(/C=C/c1ccc(Cl)cc1)[n+]2CC	0.76	1376	·	·	·	-0.9	1388	0.4	-0.21	0.21	0.34	·	·	·	·	·	·	3	685
Cc1ccccc1C(=O)NC1CCN(CC(=O)Nc2c(C)cccc2C)CC1	·	·	2.5	2.3	4.9	2.3	1015	-0.64	-0.19	-0.44	0.71	-0.3%	i	0	-25	-1	-1.6%	-16	687
O=S(=O)(NCc1csc(-c2cccnc2)n1)c1ccc(Cl)s1	0.25	1808	2.5	4.0	9.2	-2.3	1052	0.77	-0.08	0.55	-0.58	-1.6%	i	2	3	-2	-1.2%	16	703
O=C(O)c1nccnc1C(=O)Nc1ccccc1N1CCOCC1	-0.53	1546	·	·	·	1.2	997	-0.67	-0.2	-0.36	0.71	·	·	·	·	·	·	6	717
COCCCN1C(=O)C(=O)/C(=C(/O)c2ccc(OCC(C)C)cc2)C1c1cccnc1 (stereo not drawn)	0.9	1558	3.0	1.0	10	-3.4	1349	0.56	-0.2	0.11	0.31	-3.9%	i	3	3	18	-1.8%	·	·
COc1cc(NC(=S)NCc2cccnc2)cc(OC)c1OC	-0.08	1528	1.8	2.3	6.2	3.4	911	-1.5	-0.34	-0.89	3.1	0.0%	i	24	5	11	0.8%	-9	734
O=C(NC1CCCc2ccccc21)C1CCN(c2nnc(-n3cccc3)s2)CC1 (stereo not drawn)	-1.3	1633	4.7	1.6	4.6	-0.2	1066	0.53	-0.21	0.53	0.34	-1.4%	i	-11	2	-12	-3.4%	-1	699
Cc1ccc(C(=O)N/C(=C/c2ccc(-c3cccc([N+](=O)[O-])c3)o2)C(=O)NC(C)C)cc1	0.23	1478	4.2	1.8	6.7	1.4	1457	-0.29	-0.22	0.54	0.95	-2.5%	i	-21	-5	-6	0.4%	·	·
Cc1ccccc1Cn1nnc2c1C(=O)c1ccccc1C2=O	·	·	3.6	1.0	5.4	·	·	-0.25	0.42	0.36	0.31	·	i	-3	8	6	·	·	·
Cc1ccc(N2C(=O)C(F)(F)C2c2ccccc2)cc1 (stereo not drawn)	1.2	957	3.8	2.4	1.9	-1.1	1044	0.67	-0.21	0.51	-0.61	-3.6%	i	-3	9	-8	1.3%	-4	635
CC(=O)n1cc(C2C(=O)CCCC2=O)c2ccccc21	0.7	1175	4.0	2.2	7.1	-0.7	975	2.7	-0.096	2.1	-2.1	-3.0%	i	-12	-10	-4	0.3%	·	·
Cc1ccc2nsnc2c1S(=O)(=O)NCCc1c(C)[nH]c2ccc(F)cc12	·	·	0.7	1.1	9.5	·	·	1.5	0.039	0.4	-0.21	0.7%	i	-6	-49	-44	-0.5%	-2	792

Copied from the list.
Insulin prom up, `Cc1ccc(N2C(=O)C(F)(F)C2c2ccccc2)cc1` (stereo not drawn) stands at 1.2
Dynein transport cytoplasmic EGFP, `O=C(NC1CCCc2ccccc21)C1CCN(c2nnc(-n3cccc3)s2)CC1` (stereo not drawn) stands at -0.21

(list continues)
SMILES	Insulin prom up	Insulin prom up cell count	MT stabilizer	MT stabilizer Hoechst-high %	MT stabilizer cytotoxicity %	bCat nuc transl	bCat nuc transl cell count 5 µM	Dynein transport	Dynein transport cytoplasmic EGFP	Dynein transport nuclear GR-EGFP	Dynein transport cell count	XIAP displacement	Autophagy mod	Autophagy mod cell loss 18 h	WT yeast gro inh	WT yeast gro inh mutant strain	ER stress rescue	Lipid droplet	Lipid droplet cells 6.5 µM
Cc1ccn2cc(CCNS(=O)(=O)c3ccc4c(c3)OCCO4)nc2c1	0.2	1909	4.0	4.2	4.7	-2.5	1149	-0.32	-0.24	-0.086	-0.09	-0.5%	i	6	0	-9	-0.3%	-38	650
Cc1ccc(/C=N/NC(=O)c2ccc3nc[nH]c3c2)s1	·	·	2.6	2.4	7.4	-1.4	669	1.1	-0.26	0.74	-0.51	2.8%	i	10	8	5	1.2%	-8	753
Cc1cc(Cl)ccc1OCC(=O)N/N=C1\CC2C=CCC12 (stereo not drawn)	-0.25	1279	6.6	2.5	10	-1.9	546	0.33	-0.34	-0.17	0.46	-12%	i	2	6	-9	4.1%	-24	728
CCCCNC(=O)c1nc2ncc(Br)cn2n1	1.2	1259	2.5	1.5	4.6	·	·	0.0062	-0.2	0.66	-0.73	-9.1%	i	-3	-2	39	-2.6%	12	757
CCn1nnc(-c2ccccc2NC(=O)c2cc(OC)c(OC)c(OC)c2)n1	1.1	992	4.5	6.5	3.3	2.1	1087	-0.6	-0.2	0.21	1	-5.1%	i	-8	-14	-12	3.0%	·	·
CCCCCCC1CC(CSC(=N)N)OC1=O (stereo not drawn)	-0.36	631	1.2	1.4	7.6	·	·	-0.46	-0.15	-0.13	0.66	-4.0%	i	-10	-10	-8	-0.7%	2	776
COC(=O)C1=C(C(=O)c2ccccc2)C(c2cccs2)n2nnnc2N1 (stereo not drawn)	0.26	1048	2.3	1.5	5.9	·	·	2	-0.26	1.4	-0.79	-10%	i	-11	7	12	-0.4%	-2	753
Cc1cccc(-c2nnc(-c3cccc(NC(=O)Cc4cccs4)c3)o2)c1	-0.9	1548	2.1	1.4	3.8	-1.6	1398	-0.21	-0.17	-0.36	-0.32	-1.8%	i	15	44	39	-0.1%	·	·
O=C(C1CCC(C(=O)N2CCc3ccccc32)CC1)N1CCc2ccccc21 (stereo not drawn)	-0.37	1636	2.7	1.8	5.8	-1.2	1160	0.8	-0.049	-0.28	-0.011	-1.8%	i	-5	5	14	-0.7%	26	620
Cc1cccn2c(=O)c(/C=C(\C#N)C(N)=O)c(Oc3ccccc3)nc12	0.02	1048	·	·	·	1.5	1328	1.4	-0.27	0.65	-0.13	·	·	·	·	·	·	1	731
